Bioassay records as filed in PubChem BioAssay.
H1N1 NS1A inhibition: H1N1 influenza NS1A inhibitors, functional cell based assay (AID 504329); NS1A functional cell-based assay, percent inhibition; higher % means a stronger effect; inhibition, % at 12.5 µM; hits with a dose series show IC50 in µM; 340,000 compounds, 0.3% hits; in the data active = a potency from the dose series; inconclusive = inhibition above about 27% without an active follow-up result; note: strong numbers were not always called active
VEEV TC-83 Vero: inhibitors of VEEV TC-83 cytopathic effect, confirmation, Vero cells (AID 588727). Vero cells, VEEV TC-83 cytopathic effect inhibition; higher % means a stronger effect. inhibition, % at 20 µM; hits with a dose series show IC50 in µM. 350,000 compounds, 0.13% hits; in the data active = a potency from the dose series; inconclusive = inhibition mostly from about 14% at the one dose, without a potency; inactive = the rest, 99 in 100 with inhibition below about 12%; note: strong numbers were not always called active
Salmonella PhoP GFP: PhoP regulon inhibitors, Salmonella typhi PhoP promoter GFP reporter, confirmatory (AID 1850); 310,000 compounds, 0.33% hits; Salmonella Typhi PhoP-promoter GFP reporter, fluorescence, 4 h; higher % means a stronger effect; inhibition, % at 50 µM; hits with a dose series show IC50 in µM; in the data active = a potency from the dose series; inconclusive = inhibition mostly from about 25% at the one dose, without a potency; inactive = the rest, 99 in 100 with inhibition below about 19%;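 note: 0% = induced wells with vehicle and 100% = uninduced wells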
M. tuberculosis: growth inhibition of non-replicating M. tuberculosis (AID 488890); Mycobacterium tuberculosis non-replicating, growth inhibition; higher % means a stronger effect; inhibition, % at 25 µM; hits with a dose series show IC50 in µM; 320,000 compounds, 0.39% hits; in the data active = a potency from the dose series; inconclusive = inhibition mostly from about 82% at the one dose, without a potency; inactive = the rest, 99 in 100 with inhibition below about 76%;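 note: plate controls were DMSO cells for no effect and high antibiotic wells for full effect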
M. tuberculosis HTS: M. tuberculosis growth inhibition, HTS (AID 449762). M. tuberculosis H37Rv growth inhibition, 7H9 media; higher % means a stronger effect. inhibition, % at 25 µM; hits with a dose series show IC50 in µM. 330,000 compounds, 0.59% hits; in the data active = a potency from the dose series; inconclusive = inhibition above about 70% without an active follow-up result;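 note: bacterial growth assessed after seven days of incubation; strong numbers were not always called active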
VEEV TC-83 Vero 10K pilot screen: recorded beside VEEV TC-83 Vero, whose call it bears; inhibition, %; measured here: 10K pilot screen inhibition
* = called active by the depositor; i = inactive; ? = inconclusive; . = no result given.

SMILES	H1N1 NS1A inhibition	VEEV TC-83 Vero	Salmonella PhoP GFP	M. tuberculosis	M. tuberculosis HTS	others
COc1cccc2cc(C(=O)NCCN3CCOCC3)c(=O)oc12	-2%	0.2%	11%	-9%	7%
CCOc1ccc(OCCC(=O)OCC(=O)N2CCN(c3ccc(OC)cc3)CC2)cc1	-3%	2.4%	0%	19%	?
COCCCn1c(SCC(=O)Nc2ccccc2F)nnc1-c1ccoc1C	1%	1.2%	-11%	6%	2%
CC(=N\NC(=O)c1ccc([N+](=O)[O-])cc1)/C(=N/O)C(=O)Nc1ccccc1	-4%	4.0%	-6%	-14%	-1%
COc1cccc(NC(=O)c2cnc(SC)nc2)c1	4%	3.3%	1%	i	?
Cc1ccc(CNC(=O)COc2ccc(S(=O)(=O)N3CCCC3)cc2)cc1	7%	0.2%	-3%	10%	-7%
COC(=O)/C=C1/N/C(=N\c2nc(C)cc(C)n2)N(c2ccc(C)c(C)c2)C1=O	1%	6.8%	-8%	25%	10%
Cc1ccc2oc(=O)c3cnn(CC(=O)N4CCc5ccccc5C4)c3c2c1	10%	11%	-6%	9%	6%
O=C(Nc1ccccc1F)C1CCCC1	-20%	0.7%	-19%	3%	-3%
COC(=O)c1ccccc1S(=O)(=O)N1CCn2cccc2C1C (stereo not drawn)	6%	1.1%	-7%	12%	-5%
CCOC(=O)c1ccc2nc(NC(C)=O)sc2c1	0%	3.1%	6%	5%	?
COc1ccc(NC(=O)CN(C)C(=O)Cc2c(C)nc3ccccc3c2C)cc1	-4%	5.8%	1%	4%	5%
COC(=O)[C@@]1(C#N)[C@@H]2C=CC(C(C)=O)=CN2[C@@H](C(N)=O)[C@@H]1c1ccc(F)cc1	4%	0.2%	-7%	-3%	-8%
Cc1nn(Cc2ccc(Cl)cc2)c(C)c1NC(=O)c1cc(-c2ccco2)on1	7%	0.6%	1%	2%	-2%
COc1ccccc1CNCC(=O)Nc1ccc(N2CCOCC2)cc1	-5%	i	14%	-7%	-4%
COC(=O)c1ccccc1N(C)S(=O)(=O)c1cc2c(cc1C)OCC(=O)N2	-5%	1.2%	2%	-3%	-8%
COc1ccc(N2C(=O)CSC2c2ccccc2[N+](=O)[O-])cc1 (stereo not drawn)	8%	3.4%	-4%	5%	1%
CCOC(=O)N(C)c1ccc(C(O)(C(=O)OC)C(F)(F)F)cc1 (stereo not drawn)	-18%	0.8%	1%	1%	-1%
O=C1CSC(=Nc2ccccc2)N1Cc1ccccc1	5%	i	-16%	44%	2%
Cc1nn(C)c(C(=O)N/N=C/c2ccc(C(F)(F)F)cc2)c1[N+](=O)[O-]	5%	0.4%	0%	13%	-22%
O=C(c1cc(-c2cccnc2)nc2ccc(Br)cc12)N1CCN(c2ncccn2)CC1	-1%	7.4%	7%	19%	1%
O=C(Oc1ccc2c(=O)c(Cl)coc2c1)c1ccncc1	1%	4.2%	-6%	19%	1%
Cc1cccc(NC(=O)c2cc(S(=O)(=O)N3CCCCC3)c[nH]2)c1C	-3%	2.8%	-9%	-2%	-10%
COc1cccc2sc(NNC(=O)C3=COCCO3)nc12	-6%	0.4%	5%	-20%	8%
Cc1ccc(CSC2=NCCN2C(=O)C2CC2)cc1	2%	0.5%	-1%	?	69%
Other compounds follow.
SMILES	H1N1 NS1A inhibition	VEEV TC-83 Vero	Salmonella PhoP GFP	M. tuberculosis	M. tuberculosis HTS	others
COc1ccc2cc3cc(C(=O)N4CCCCCC4)oc3nc2c1	4%	3.3%	12%	30%	6%
N/C(=N\OC(=O)Cc1cccs1)c1ccc([N+](=O)[O-])cc1	25%	i	7%	39%	45%
CCC1C(=O)NCCN1C(=O)c1ccc2nc(Cc3ccc(OC)cc3)oc2c1 (stereo not drawn)	1%	0.2%	-25%	6%	4%
Nc1nonc1C(=O)NCCNC(=O)c1ccccc1F	-1%	0.9%	11%	-11%	2%
NC(=O)CC(NC(=O)c1ccccc1)c1ccc(NC2CCN(Cc3ccccc3)CC2)c([N+](=O)[O-])c1 (stereo not drawn)	5%	0.6%	-30%	2%	2%	VEEV TC-83 Vero 10K pilot screen=0.3
CCCNC(=O)c1ccc(S(=O)(=O)c2ccc(OC)cc2)c([N+](=O)[O-])c1	23%	6.2%	-1%	30%	0%
Cc1ccc(Nc2nc3ccccc3n3cnnc23)c(Cl)c1	0%	3.0%	-7%	0%	1%
CCN(CC)CCCn1c2c(c(SCC(=O)Nc3ccc(OC(F)(F)F)cc3)nc1=O)CCC2	-5%	3.3%	-1%	-2%	-6%
CN1C(=O)/C(=C/c2ccccc2F)Sc2ccc(C(=O)NCC3CCCO3)cc21 (stereo not drawn)	-2%	8.4%	2%	30%	?
Cc1cc(C)nc(NC(=O)CCN2C(=O)c3ccccc3S2(=O)=O)n1	-8%	1.9%	-1%	-20%	-2%
N/C(=N/O)c1cccn1Cc1ccccc1[N+](=O)[O-]	-5%	0.7%	2%	-3%	2%
CCCc1cc(C(=O)OCC(=O)N(CCC)c2c(N)n(Cc3ccccc3)c(=O)[nH]c2=O)sc1C	-4%	1.0%	-2%	-14%	70%
COc1ccccc1C(=O)NC(=O)COC(=O)CNC(=O)c1ccccc1	-4%	2.6%	1%	-12%	-3%
CCOc1ccccc1N1CCN(CC(O)COc2ccc3c(C)cc(=O)oc3c2)CC1 (stereo not drawn)	-1%	0.1%	4%	9%	6%
CC(NC(=O)CN(c1ccccc1F)S(C)(=O)=O)c1ccccc1 (stereo not drawn)	3%	i	-2%	4%	-2%
O=C1NC2c3c(Cl)sc(Cl)c3C(=O)C2O1 (stereo not drawn)	0%	0.3%	.	.	.
O=C(CO/N=C1\CCCc2nonc21)Nc1ccc(Br)cc1	-7%	0.8%	-2%	15%	-2%
N#Cc1c(NC(=S)NC(=O)C2CCCC2)sc2c1CCCCC2	4%	5.3%	-8%	?	?
CN(c1cccc(NC(=O)CN2C(=O)c3ccccc3S2(=O)=O)c1)S(C)(=O)=O	-1%	0.3%	-5%	7%	7%
O=C(O)c1ccccc1SSc1ccccc1C(=O)O	-13%	0.6%	0%	-5%	0%
Nc1nnc(SCc2ccccc2F)n1-c1ccccc1	2%	1.6%	-12%	-13%	0%
CC(CC(=O)c1cccs1)CC(=O)c1cccs1	4%	1.1%	3%	74%	-1%
Cc1nc(NCCc2ccc(O)cc2)c2nnn(Cc3ccccc3)c2n1	1%	5.8%	-7%	6%	0%
O=C1COc2cc(S(=O)(=O)CCC(=O)N3CCCCC3)c(Cl)cc2N1	-2%	0.6%	-2%	0%	-4%
O=C(NCC1CC1)[C@]1(C(F)(F)F)C[C@H](CCC2CCCCC2)CCCO1	-3%	i	5%	-36%	0%
(continued)
SMILES	H1N1 NS1A inhibition	VEEV TC-83 Vero	Salmonella PhoP GFP	M. tuberculosis	M. tuberculosis HTS	others
CCCn1c(N2CCN(C)CC2)nc2c1c(=O)[nH]c(=O)n2C	5%	2.3%	4%	-16%	-3%
CCc1nn(CC(=O)N2CCC(C)CC2)c(=O)c2cccn12	-2%	1.7%	5%	3%	6%
Oc1[nH]c2ccccc2c1N=NC(=S)NCCc1ccccc1	8%	10%	-2%	42%	4%
Cc1cc(F)ccc1NC(=O)C1CSC2(C)CCC(=O)N12 (stereo not drawn)	-2%	1.2%	12%	-16%	-6%
COC(=O)c1[nH]c2ccccc2c1NC(=O)CN1CCCc2ccccc21	5%	9.2%	-6%	34%	-2%
CCN(CC(=O)Nc1ccc(NC(C)=O)cc1)C(=O)c1cc2c(s1)CCCC2	-7%	28%	.	16%	-5%
O=S(=O)(c1ccc(Cl)cc1)N1CCN=C1SCc1ccc(Cl)c(Cl)c1	-2%	1.5%	-6%	-11%	-1%
Cc1cc(=O)oc2c(C)c(OCC(=O)NCCCN3CCCC3=O)ccc12	6%	i	-4%	-9%	0%
COc1ccc(CCN(C)Cc2nc(-c3cnccn3)no2)cc1OC	2%	5.8%	5%	1%	-2%
Cc1ccc(NC(=O)CCCN2C(=O)/C(=C/C=C/c3ccccc3)SC2=S)cc1	2%	i	1%	-7%	-4%
CNS(=O)(=O)c1cc2c3c(cccc3c1)C(=O)NC2=O	4%	1.0%	7%	-7%	-1%
Cn1c(SCC(=O)Nc2ccc3[nH]c(=O)[nH]c3c2)nnc1-c1ccc(F)cc1	-7%	0.5%	5%	1%	8%
CCNC(=O)COc1ccc(/C=C2\COc3ccccc3C2=O)cc1OC	-12%	?	-9%	?	?
CCOC(=O)C1CCN(C(=O)Cc2ccc(C)cc2)CC1	3%	i	-9%	11%	-13%
CC(C)CN(C(=O)COC(=O)CN1C(=O)c2ccccc2C1=O)c1c(N)n(Cc2ccccc2)c(=O)[nH]c1=O	-2%	4.2%	6%	-8%	-5%
CSc1ccc(S(=O)(=O)NCC(=O)OCCOc2ccccc2)cc1[N+](=O)[O-]	-13%	0.4%	-3%	35%	13%
O=C(NC(=S)Nc1ccccc1C(F)(F)F)c1ccccc1F	-1%	5.3%	1%	29%	1%
Cc1ccccc1NCc1nc2ccccc2n1C	-5%	i	8%	.	3%
CC(C)CNS(=O)(=O)c1ccc(CCC(=O)N2CCCC2)cc1	3%	1.1%	6%	-10%	-3%
Fc1ccccc1CN1CCCCCCC1	-11%	0.5%	2%	-1%	-6%
O=C1C(=O)N(c2ccc(O)cc2)C(c2ccccc2[N+](=O)[O-])/C1=C(\O)c1ccccc1 (stereo not drawn)	-14%	i	2%	18%	3%
Cc1cccc(CSc2nnc(-c3ccco3)n2C)c1	-11%	4.5%	-1%	58%	-4%
Cc1coc2c1c(C)cc1oc(=O)c(CC(=O)NCCC(=O)O)c(C)c12	0%	0.1%	0%	0%	1%
Cc1ccc(S(=O)Cc2ccc(C(=O)N3CCN(C(=O)c4ccco4)CC3)o2)cc1 (stereo not drawn)	-2%	1.4%	9%	-15%	1%
CCOC(=O)C1=C(c2ccccc2)OC(N)=C(C#N)C1c1ccco1 (stereo not drawn)	-2%	i	-8%	6%	1%
O=C(CC1(c2ccc(Cl)cc2)C2CC3CC(C2)CC1C3)NCCO (stereo not drawn)	7%	1.4%	3%	18%	4%

Compounds from the list above that contain a thiophene ring, fused or not, in the order listed:
SMILES	H1N1 NS1A inhibition	VEEV TC-83 Vero	Salmonella PhoP GFP	M. tuberculosis	M. tuberculosis HTS	others
N/C(=N\OC(=O)Cc1cccs1)c1ccc([N+](=O)[O-])cc1	25%	i	7%	39%	45%
CCCc1cc(C(=O)OCC(=O)N(CCC)c2c(N)n(Cc3ccccc3)c(=O)[nH]c2=O)sc1C	-4%	1.0%	-2%	-14%	70%
O=C1NC2c3c(Cl)sc(Cl)c3C(=O)C2O1 (stereo not drawn)	0%	0.3%	.	.	.
N#Cc1c(NC(=S)NC(=O)C2CCCC2)sc2c1CCCCC2	4%	5.3%	-8%	?	?
CC(CC(=O)c1cccs1)CC(=O)c1cccs1	4%	1.1%	3%	74%	-1%
CCN(CC(=O)Nc1ccc(NC(C)=O)cc1)C(=O)c1cc2c(s1)CCCC2	-7%	28%	.	16%	-5%

Filtered by structure: the compounds so far containing a nitro group on carbon.
SMILES	H1N1 NS1A inhibition	VEEV TC-83 Vero	Salmonella PhoP GFP	M. tuberculosis	M. tuberculosis HTS	others
CC(=N\NC(=O)c1ccc([N+](=O)[O-])cc1)/C(=N/O)C(=O)Nc1ccccc1	-4%	4.0%	-6%	-14%	-1%
COc1ccc(N2C(=O)CSC2c2ccccc2[N+](=O)[O-])cc1 (stereo not drawn)	8%	3.4%	-4%	5%	1%
Cc1nn(C)c(C(=O)N/N=C/c2ccc(C(F)(F)F)cc2)c1[N+](=O)[O-]	5%	0.4%	0%	13%	-22%
N/C(=N\OC(=O)Cc1cccs1)c1ccc([N+](=O)[O-])cc1	25%	i	7%	39%	45%
NC(=O)CC(NC(=O)c1ccccc1)c1ccc(NC2CCN(Cc3ccccc3)CC2)c([N+](=O)[O-])c1 (stereo not drawn)	5%	0.6%	-30%	2%	2%	VEEV TC-83 Vero 10K pilot screen=0.3
CCCNC(=O)c1ccc(S(=O)(=O)c2ccc(OC)cc2)c([N+](=O)[O-])c1	23%	6.2%	-1%	30%	0%
N/C(=N/O)c1cccn1Cc1ccccc1[N+](=O)[O-]	-5%	0.7%	2%	-3%	2%
CSc1ccc(S(=O)(=O)NCC(=O)OCCOc2ccccc2)cc1[N+](=O)[O-]	-13%	0.4%	-3%	35%	13%
O=C1C(=O)N(c2ccc(O)cc2)C(c2ccccc2[N+](=O)[O-])/C1=C(\O)c1ccccc1 (stereo not drawn)	-14%	i	2%	18%	3%
